# Screening data from PubChem BioAssay.
# UGM FP inh = inhibitors of M. tuberculosis UDP-galactopyranose mutase. AID 504406. P9WIQ1. 320,000 tested, 0.06% active. purified UGM, fluorescence polarization probe displacement. inhibition, % at 10 µM; in the data active means inhibition above about 10%, passing the limit was not always enough; inconclusive means no clear call, values can overlap the other calls
# PfHsp40 yeast = rescue of PfHsp40-mediated yeast toxicity. growth rescue, % at 12.5 µM. 340,000 tested, 0.68% active. S. cerevisiae expressing PfHsp40, growth rescue, ATP luminescence. AID 504582; in the data active means growth rescue above about 28%, passing the limit was not always enough; inconclusive means no clear call, values can overlap the other calls;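 further: yeast W303a lacking pdr1 and pdr3 grown in galactose medium; growth measured after three days at 30 °C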
# GDH-TPI inh = counter-screen for M. tuberculosis FBA inhibitors: GDH-TPI coupled enzymes; inhibition, % at 4.8 µM; 360,000 tested, 1.2% active; GDH-TPI coupled enzyme counterscreen, NADH absorbance; AID 588335; in the data active means inhibition above about 30%;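 further: 0% = DMSO wells and 100% = wells lacking the enzyme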
# Y pestis TopoI = Y. pestis Topo-I inhibition via cleavage products | Y. pestis Topo-I cleavage product accumulation, plate reader | activity, % at 10 µM | 360,000 tested, 0.064% active | AID 504884; in the data active means activity above about 50%, passing the limit was not always enough; inconclusive means no clear call, values can overlap the other calls; further: inactives centre near 2
# FadD28 binding = inhibitors of Mycobacterium tuberculosis FadD28 bisubstrate binding. FadD28 bisubstrate probe binding, fluorescence polarization. inhibition, % at 12.5 µM. 360,000 tested, 0.22% active. AID 588549; in the data active means inhibition above about 8.5%, passing the limit was not always enough; inconclusive means no clear call, values can overlap the other calls
# BioA inh = inhibitors of Mycobacterium tuberculosis BioA enzyme | AID 602481 | purified M. tuberculosis BioA enzyme, plate reader | 360,000 tested, 0.096% active | inhibition, % at 9.99 µM; in the data active means inhibition above about 40%; inconclusive means no clear call, values can overlap the other calls
# TcdB inh = TcdB glycohydrolase inhibition; inhibition, % at 9.99 µM; TcdB glycohydrolase enzymatic assay, plate reader; 350,000 tested, 0.24% active; in the data active means inhibition above about 10%
# BH1578 lux ind = quorum light induction in luxS cqsA deficient V. cholerae; 350,000 tested, 0.16% active; V. cholerae BH1578 lux reporter, luminescence, 6 h; activation, % at 18.7 µM; in the data active means activation mostly above about 9.7%, no sharp cut-off; inconclusive means no clear call, values can overlap the other calls; inactive means mostly below about 3.7%; further: not every result past the cut was called active; inactives centre near 0; reference of the scale not given here
# FBA Mtb inh = inhibitors of M. tuberculosis fructose-bisphosphate aldolase; P9WQA3; purified M. tuberculosis FBA, fluorescence read-out; inhibition, % at 1 µM; 360,000 tested, 2.3% active; AID 588726; in the data active means inhibition above about 27%;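 further: 0% = vehicle and 100% = reference inhibitor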
# The depositor's hits bear a star; i = inactive; ? = inconclusive; . = no result given.
# Preview (two entries):
1. CC(=O)c1ccc(S(=O)(=O)Nc2ccc(S(=O)(=O)N3CCCCC3)cc2)cc1
2. O=C(NC1CCCCC1)c1ccc(-n2cncn2)c([N+](=O)[O-])c1
Compound,1,2
UGM FP inh,3.0,0.4
PfHsp40 yeast,-0.1,-2.1
GDH-TPI inh,3.9,-13.2
Y pestis TopoI,-9.2,-7.3
FadD28 binding,-0.1,-2.0
BioA inh,-0.2,.
TcdB inh,1.1,0.2
BH1578 lux ind,0.0,i
FBA Mtb inh,3.6,-1.9

# Main list (from the top)
1. CC(=O)c1ccc(S(=O)(=O)Nc2ccc(S(=O)(=O)N3CCCCC3)cc2)cc1
2. O=C(NC1CCCCC1)c1ccc(-n2cncn2)c([N+](=O)[O-])c1
3. CCOC(=O)c1sc(NC(=O)C2CC(=O)N(c3ccc(C)cc3)C2)nc1C (stereo not drawn)
4. Nc1nccc2c1ncn2C1OC(CO)C(O)C1O (stereo not drawn)
5. NC(N)=S
6. COc1ccc(C(CC(=O)N2CCN(c3ccccc3)CC2)c2c(OC)cc(OC)c3ccc(=O)oc23)cc1 (stereo not drawn)
7. Cc1cccc(NC(=O)C2CC(=O)N(Cc3ccccc3)C2)n1 (stereo not drawn)
8. COc1ccc(N2CC(O)=C(c3nc(-c4ccccc4)cs3)C2=N)cc1
Compound,1,2,3,4,5,6,7,8
UGM FP inh,3.0,0.4,-1.7,.,.,4.0,2.5,-1.8
PfHsp40 yeast,-0.1,-2.1,0.4,.,0.7,1.5,-0.3,1.1
GDH-TPI inh,3.9,-13.2,13.4,-4.9,0.5,6.8,3.1,11.3
Y pestis TopoI,-9.2,-7.3,14.2,9.6,1.1,29.3,5.9,-1.7
FadD28 binding,-0.1,-2.0,0.6,-3.7,-3.4,-0.7,-0.2,0.9
BioA inh,-0.2,.,.,.,-0.1,2.7,1.7,-2.2
TcdB inh,1.1,0.2,0.2,-0.2,0.6,1.1,2.2,-0.4
BH1578 lux ind,0.0,i,i,-3.1,-0.7,-11.1,i,-4.8
FBA Mtb inh,3.6,-1.9,-0.8,-2.0,-1.2,6.1,1.2,3.5

# Brought forward from above: 2 entries; new compounds follow.
7. Cc1cccc(NC(=O)C2CC(=O)N(Cc3ccccc3)C2)n1 (stereo not drawn)
8. COc1ccc(N2CC(O)=C(c3nc(-c4ccccc4)cs3)C2=N)cc1
9. COc1ccccc1N1CCN(C(=O)c2cc3cc(C)ccc3[nH]2)CC1
10. CSc1sc(C)cc1C=O
11. Cn1nnnc1NCc1cccc(Cl)c1
12. Cc1ccc2cc(CN(CC3CCCO3)C(=O)c3cccs3)c(=O)[nH]c2c1 (stereo not drawn)
13. COC1(OC)C(/C=C/c2ccc(Cl)cc2)C(C#N)(C#N)C1(OC)OC (stereo not drawn)
14. CCN(CC)CCNCC(=O)N1c2ccccc2CCc2ccc(NC(=O)OC)cc21
15. S=C(N/N=C/c1cccs1)NC1CC2CCC1C2 (stereo not drawn)
16. O=C(NC1(C(F)(F)F)C(=O)Nc2c1c(=O)[nH]c(=O)n2Cc1ccccc1)c1ccco1 (stereo not drawn)
Compound,7,8,9,10,11,12,13,14,15,16
UGM FP inh,2.5,-1.8,-6.7,0.0,-5.4,-2.2,-3.5,-2.5,-1.6,2.1
PfHsp40 yeast,-0.3,1.1,-0.3,8.7,0.7,0.5,0.0,-0.1,-0.9,0.8
GDH-TPI inh,3.1,11.3,-1.7,5.0,2.4,7.5,0.9,4.3,20.7,-10.3
Y pestis TopoI,5.9,-1.7,16.2,-0.4,1.6,4.5,-0.1,-1.4,6.8,-1.8
FadD28 binding,-0.2,0.9,-2.0,0.2,?,-2.5,-6.3,-2.6,1.5,-0.6
BioA inh,1.7,-2.2,-0.5,.,-0.4,-1.6,.,-1.2,-1.6,.
TcdB inh,2.2,-0.4,1.9,0.0,0.8,-2.1,.,0.7,2.1,.
BH1578 lux ind,i,-4.8,0.3,-0.3,2.1,i,i,-0.7,i,11.1
FBA Mtb inh,1.2,3.5,0.2,1.2,3.2,2.5,6.0,2.8,-2.1,-1.6

# Copied from the list.
# Result for COc1ccccc1N1CCN(C(=O)c2cc3cc(C)ccc3[nH]2)CC1 in GDH-TPI inh: -1.7
# Result for S=C(N/N=C/c1cccs1)NC1CC2CCC1C2 (stereo not drawn) in UGM FP inh: -1.6
# Result for CCN(CC)CCNCC(=O)N1c2ccccc2CCc2ccc(NC(=O)OC)cc21 in BioA inh: -1.2
# Result for O=C(NC1(C(F)(F)F)C(=O)Nc2c1c(=O)[nH]c(=O)n2Cc1ccccc1)c1ccco1 (stereo not drawn) in GDH-TPI inh: -10.3
# Result for Cc1ccc2cc(CN(CC3CCCO3)C(=O)c3cccs3)c(=O)[nH]c2c1 (stereo not drawn) in TcdB inh: -2.1

# (list continues)
17. CCOc1ccc2nc(N(CCN(C)C)C(=O)c3cc4ccccc4cc3OC)sc2c1
18. O=C(c1ccccc1F)N1CCN(CC2CC3C=CC2C3)CC1 (stereo not drawn)
19. COc1cccc(N2C(=O)N(c3ccccc3Cl)C3CS(=O)(=O)CC32)c1 (stereo not drawn)
20. Cc1ccc(S(=O)(=O)N2CCCCC2)cc1NC(=O)CCc1nc2ccccc2c(=O)[nH]1
21. O=C(NCCc1ccccc1)c1cc(S(=O)(=O)N2CCCCC2)c[nH]1
22. O=C(Oc1ccccc1N1C(=O)C2CCCCC2C1=O)c1ccc(Cl)cc1 (stereo not drawn)
23. CC(c1ccccc1)N1CC(C(=O)O)CC1=O (stereo not drawn)
24. Cn1ncc(Cl)c1C(=O)Nc1nc2ccc(Cl)cc2s1
Compound,17,18,19,20,21,22,23,24
UGM FP inh,-0.7,0.1,2.0,5.6,.,-0.9,-0.5,0.9
PfHsp40 yeast,1.1,-0.9,-0.1,0.1,.,-0.8,-0.8,0.6
GDH-TPI inh,0.0,-3.3,6.2,4.9,6.2,1.0,0.3,22.6
Y pestis TopoI,7.3,-10.9,-3.9,-6.1,4.7,7.5,-2.0,-2.0
FadD28 binding,-2.3,-1.5,-0.7,-1.3,-2.0,-1.6,-2.5,-2.8
BioA inh,0.3,0.1,0.7,-0.4,1.7,2.6,.,-1.2
TcdB inh,.,.,.,0.7,0.4,.,0.7,0.1
BH1578 lux ind,-5.1,i,-0.5,i,-0.4,i,-0.3,-0.3
FBA Mtb inh,0.0,-0.7,1.6,0.5,6.8,-1.3,-0.1,1.4

25. CCOc1cc(C(=S)N2CCOCC2)ccc1O
26. COc1cccc(CN2CCC2(C)C(=O)Nc2cccc(NS(C)(=O)=O)c2)c1OC (stereo not drawn)
27. N/C(=N\O)c1cccc(CS(=O)(=O)c2ccccn2)c1
28. Cc1ccc2nc(NC(=O)CSc3nc(=O)n(CCN(C)C)c4c3CCCC4)sc2c1
29. COc1cccc(NC(=O)CN2C(=O)CSc3nc(C)cc(C)c32)c1
30. Nc1c(S(=O)(=O)c2ccccc2)c2nc3ccccc3nc2n1/N=C/c1cccc(O)c1
31. O=C(O)CCCN=CC1=C(O)CNC1=O
32. O=C(C1CCCCC1)N(CCN1CCCC1)c1nc2ccccc2s1
Compound,25,26,27,28,29,30,31,32
UGM FP inh,0.2,.,2.6,-1.3,-1.4,-0.5,3.2,-1.2
PfHsp40 yeast,-1.3,.,-0.1,-0.9,-0.6,-0.3,.,-1.4
GDH-TPI inh,13.1,-3.5,-7.8,-3.6,-12.0,21.5,7.9,0.2
Y pestis TopoI,-3.7,9.8,-7.8,-5.3,0.2,7.8,5.6,0.1
FadD28 binding,-1.6,-1.1,0.6,-4.6,-3.0,-3.8,-2.2,-0.2
BioA inh,-0.5,1.6,.,-0.4,0.4,-3.2,.,.
TcdB inh,.,0.4,0.8,0.8,-4.0,.,0.7,1.3
BH1578 lux ind,.,-1.1,-0.4,-0.3,-0.3,i,-0.1,-7.1
FBA Mtb inh,-3.4,-1.5,-5.8,1.4,-0.4,5.7,1.2,-4.6

33. CCN(CC)CCn1c(=O)n(-c2ccc(Cl)cc2)c(=O)c2c3c(sc21)CN(C)CC3
34. O=C(CCC(=O)c1ccc(Br)cc1)Nc1cccc(C(F)(F)F)c1
35. CC1=C/C(=C(\c2cc(C)c(O)c(Br)c2)c2ccccc2S(=O)(=O)O)C=C(Br)C1=O
36. O=C1N(c2ccccc2C(F)(F)F)O[C@@]1(c1ccccc1)C1CCCC1
37. COc1ccc(CCN2CC(C(=O)NCCc3cccc(F)c3)CCC2=O)cc1 (stereo not drawn)
38. Cc1ccc(CSc2nnc(-c3ccncc3)n2N)cc1
39. Cc1sc(NC(=O)CCCC(=O)O)c(C(N)=O)c1-c1ccccc1
40. O=C(CN(c1ccccc1)S(=O)(=O)c1ccccc1)NCCSCc1ccco1
Compound,33,34,35,36,37,38,39,40
UGM FP inh,2.3,-2.4,0.6,3.0,.,-3.8,-2.9,0.1
PfHsp40 yeast,-0.7,3.6,-0.7,-1.6,-0.2,.,1.6,-0.8
GDH-TPI inh,5.4,-11.8,6.4,-3.6,-3.7,-1.5,7.5,-1.5
Y pestis TopoI,-7.0,0.6,33.4,28.6,16.8,-8.1,-1.8,17.5
FadD28 binding,-2.6,-5.7,4.3,-2.3,0.1,-3.0,-4.6,-5.7
BioA inh,.,-0.6,8.5,-0.3,0.5,3.1,.,-0.7
TcdB inh,3.8,.,5.4,-1.0,-7.0,1.4,-0.4,.
BH1578 lux ind,-1.0,.,-0.1,-0.8,-0.3,i,-0.6,-1.3
FBA Mtb inh,7.6,-3.1,-2.2,1.7,1.0,-0.2,-4.4,0.4

41. CNC(=O)c1sc(Nc2cc(C)ccc2C)nc1C
42. Cc1c(C(=O)O)oc2ccc(S(=O)(=O)NCCC3=CCCCC3)cc12
43. CCc1ccc(-c2cc(C)no2)cc1S(=O)(=O)N1CC(=O)Nc2ccccc21
44. Cn1nc(/C=C/c2ccccc2)ccc1=O
45. N#C/C(=C(\O)CCl)c1nnc2n1CCCCC2
46. Cc1cccc(-n2c(C)nc3ccccc3c2=O)n1
47. COc1ccc(NC(=O)Cn2nnc(C(=O)NCc3ccc4c(c3)OCO4)c2N)cc1
48. COc1ccc(/C=N/NC(=O)c2cccnc2)cc1
Compound,41,42,43,44,45,46,47,48
UGM FP inh,-0.3,1.5,2.9,-1.0,-1.3,-0.1,-0.6,0.0
PfHsp40 yeast,-0.7,-1.3,-0.2,-0.5,-2.4,1.7,-0.8,-1.9
GDH-TPI inh,1.9,-2.6,8.4,0.0,3.7,0.0,16.3,14.0
Y pestis TopoI,2.5,-7.6,8.8,-13.3,0.0,-5.3,17.9,-1.5
FadD28 binding,1.1,0.8,-1.1,-2.7,1.8,0.2,-1.4,0.6
BioA inh,.,.,-0.3,1.0,.,-1.1,.,9.0
TcdB inh,0.6,.,-1.1,0.5,.,.,1.2,-1.2
BH1578 lux ind,-0.2,-0.3,i,0.1,-0.1,i,-2.3,-5.6
FBA Mtb inh,0.2,1.0,1.2,30.9*,2.1,-1.6,0.3,-1.0

49. CCOC(=O)c1n[nH]n2c1nc(=O)c1ccccc12
50. N#Cc1cc(Br)ccc1N=C1CCCN1c1ccccc1
51. COc1ccc(-c2cn(-c3ccc(C)c(Cl)c3)c(=S)[nH]2)cc1OC
52. COCCOC(=O)C1=C(C)N(Cc2ccccc2)C(=O)NC1c1ccc(OC)cc1 (stereo not drawn)
53. COC(=O)c1cc(=O)c2c([N+](=O)[O-])ccc(OC)c2o1
54. CCOC(=O)c1sc(=N)n(-c2ccc(OC)cc2)c1C
55. CS(=O)(=O)N(CC(=O)NC1CCCCC1)c1cccc(F)c1
56. CCc1noc(C)c1C(=O)OCC(=O)Nc1ccc(F)cc1Cl
Compound,49,50,51,52,53,54,55,56
UGM FP inh,-0.1,-1.3,0.0,-0.8,2.5,2.1,2.4,1.3
PfHsp40 yeast,-0.3,0.7,0.3,-0.1,0.3,-0.3,-0.4,-1.7
GDH-TPI inh,3.4,13.1,1.8,7.8,10.5,23.5,-2.2,1.3
Y pestis TopoI,-4.8,5.7,-1.0,23.2,-1.1,-1.7,1.6,3.5
FadD28 binding,-0.9,-3.8,-1.5,-0.4,-0.8,-2.7,-2.3,-1.0
BioA inh,-4.3,0.1,.,1.5,.,.,-1.2,-1.8
TcdB inh,-2.3,1.1,0.1,.,1.9,0.9,0.0,0.4
BH1578 lux ind,-0.4,-0.5,-0.5,i,i,i,-0.5,-0.4
FBA Mtb inh,32.5*,-1.4,3.9,4.0,-0.2,1.4,-0.9,2.0
